Compound activity: PubChem, Broad Institute
INS-1E GSIS act: primary screen for activators of insulin secretion dependent on glucose, INS-1E cells, GLuc reporter luminescence | activation, % at 16.6 µM | INS-1E GLuc reporter insulin secretion, 2-3 h | 370,000 tested, 0.61% active;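 active means lowest replicate activation of at least 40%, so every replicate reaches that level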;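 further: 0% = median of neutral control wells and 100% = median of IBMX positive control wells; some compounds called inactive have numbers as strong as hits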
miR122 inh: blocks miR-122 activity in Huh7 sensor cells | activation (reporter increase), % at 12.5 µM | Huh7 miR-122 Renilla luciferase sensor, 48 h; neutral wells = 0, positive control = 100 | 340,000 tested, 0.3% active | AID 602342;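 active means mean replicate activation score at least 90 and every replicate individually at or above 90; inconclusive means only one of the two criteria met; inactive means neither criterion met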;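 further: higher luciferase means less miR-122 activity so hits act as miR-122 inhibitors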
DENV2 CPE rescue: protects cells from dengue virus 2 cytopathic effect; DENV2-infected cells, cytopathic effect rescue, plate reader; CPE inhibition, % at 9.99 µM; 350,000 tested, 1.7% active; AID 651640; in the data active means CPE inhibition above about 20%, passing the limit was not always enough; inconclusive means no clear call, values can overlap the other calls; tested in BHK-21 cells;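 further: 0% = median of neutral control wells and 100% = median of positive control wells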
PAX8 inh HTS: PAX8 transcriptional activity inhibition; 360,000 tested, 1.2% active; RMG-I TPO-luciferase reporter, SteadyGlo, 24 h; inhibition, % at 12.6 µM;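 active means mean replicate inhibition at least 60% with every replicate also reaching 60%; inconclusive means only one of the two criteria is met; inactive means mean below 60% and not all replicates reaching 60%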;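 further: luciferase light reporting Pax8 driven TPO promoter activity; plate controls were median of neutral control wells for no effect and mitoxantrone controls for full effect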
FN deposit inh: fibronectin deposition inhibition | AH1F fibroblasts, Alexa488-fibronectin deposition fluorescence, overnight | inhibition, % at 12.6 µM | 350,000 tested, 0.086% active | AID 743247;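 active means mean inhibition across replicates of 30% or more, regardless of how many single replicates reach that level; inconclusive means mean under 30% yet at least half of replicates reach 30%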;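 further: positive control wells lacked labelled fibronectin entirely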
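Material: AH1F fibroblast monolayer depositing Alexa488-labelled fibronectin into matrix / Amount: 10000 AH1F cells per well / Signal: fluorescence 485/525 nm / Medium: DMEM, 2% serum / Compound: single dose, pinned / Incubation: 1 h cell adhesion before compound, then overnight fibronectin incubation / Reagent: Alexa488-FN, 24 nM final / Read-out: inhibition of fibronectin deposition signal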
F508del corr: correctors of CFTR F508del function in bronchial epithelial cells; AID 720511; CFBE cells, YFP halide quenching; stimulated with forskolin plus potentiator P3; % fluorescence drop versus neutral controls; 350,000 tested, 0.36% active; activity (quench increase), % at 7.58 µM;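 active means mean added fluorescence quench of at least 8% versus neutral control, with both replicates also reaching 8%; inconclusive means only one of the mean or replicate conditions met; inactive means mean below 8% and not both replicates reaching 8%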;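 further: cells transiently co-express mutant CFTR-F508del with the halide-sensitive YFP; corrector assay measuring rescue of mutant channel to the surface after 24 h compound exposure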
EWS-Fli block: blocks EWS/Fli oncoprotein-driven transcription; A673 NR0B1-luciferase reporter, viability-normalised; 350,000 tested, 0.67% active; AID 651661; inhibition, % at 12.6 µM;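 active means mean inhibition of at least 50% after viability correction, with every replicate also passing that limit; inconclusive means mean reaches 50% but only one of two replicates passes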;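 further: firefly luciferase signal divided by Alamar Blue viability fluorescence both relative to DMSO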
* marks the source's active call; other numbers are inactive results; u = inconclusive; x = not tested or not shown; [ ] = dose if it differs, or a comment.

1: O=C(O)c1ccc(-n2cccc2/C=C2/SC(=O)N(CC(=O)N3CCCC3)C2=O)cc1
2: C=CCO/N=C/C1C(=O)CC(C)(C)CC1=O
3: O=C1c2ccccc2C(=O)N1Nc1ccc([N+](=O)[O-])cc1[N+](=O)[O-]
4: COc1ccc(C2=C(c3ccc([N+](=O)[O-])cc3)C(=O)OC2)cc1
5: O=C(C[C@@H]1CC[C@@H](NS(=O)(=O)c2ccc(F)cc2)[C@@H](CO)O1)NCc1ccccc1F
6: COc1ccc(C(=O)Nc2ccc(C)c(S(=O)(=O)N3CCOCC3)c2)cc1S(=O)(=O)N1CCCC1
7: Nc1ccc(C(=O)Nc2ccc3cc(S(=O)(=O)O)ccc3c2)cc1
8: Cn1c(=O)n(C)c2cc(N3CCCC3)c(NC(=O)c3cccc(F)c3)cc21

entry no.	1	2	3	4	5	6	7	8
INS-1E GSIS act	28.1	-8.6	-24.1	-0.2	-7.6	3.9	-13.3	20.2
miR122 inh	-1.4	x	x	x	x	-18.7	-1.8	1.4
DENV2 CPE rescue	-1.5	2.4	1.3	-0.5	-2.5	14.8	8.9	7.4
PAX8 inh HTS	-0.9	6.4	2.0	14.0	x	5.2	-100.7	-4.9
FN deposit inh	2.1	8.1	-8.7	4.8	18.6	-1.1	-1.6	10.8
F508del corr	-1.2	0.3	0.5	-3.5	-3.4	3.7	-1.4	-1.7
EWS-Fli block	-4.0	-1.1	-9.3	-0.3	11.0	1.2	-50.0	5.0

9: CCN(CC)c1ccc(C=C2C(=O)OC3(CCCCC3)OC2=O)cc1
10: COc1cccc(N(CC(=O)N2CCc3ccccc3C2)S(C)(=O)=O)c1
11: CN1C(=O)c2cc(NC(=O)c3cnccn3)ccc2OC[C@@H]2O[C@H](CC(=O)NC3CCC3)CC[C@H]21
12: CCOC(=O)c1cnc2c(CC)cccc2c1NCCCN1CCOCC1
13: Cc1noc(C)c1NC(=O)N(C)C[C@H]1Oc2c(NC(=O)c3cnccn3)cccc2C(=O)N([C@@H](C)CO)C[C@@H]1C
14: N#Cc1cnn2c1nc(N1CCOCC1)c1ccccc12
15: COc1ccc(NS(=O)(=O)c2cccc(C(=O)NNC(=O)CNC(=O)c3ccccc3)c2)cc1
16: C[C@H]1CN([C@@H](C)CO)C(=O)Cc2cc(NC(=O)Cc3cn(C)c4ccccc34)ccc2O[C@@H]1CN(C)C(=O)Nc1ccc(C(F)(F)F)cc1

entry no.	9	10	11	12	13	14	15	16
INS-1E GSIS act	-19.6	x	6.5	45.0	3.9	x	12.0	-19.9
miR122 inh	x	-4.3	0.0[16.7 µM]	-10.1	8.0[16.7 µM]	-0.4	2.6	4.5[16.7 µM]
DENV2 CPE rescue	4.0	x	13.0	7.5	9.8	x	-0.5	u
PAX8 inh HTS	-27.0	1.6	8.9	9.0	x	1.4	6.5	-8.5
FN deposit inh	-12.6	-5.3	2.3	2.2	-6.4	4.6	x	x
F508del corr	-4.4	x	-1.6	3.2	-3.3	x	-2.9	-2.1
EWS-Fli block	1.6	x	1.1	6.8	2.0	x	x	6.7

Structural class: the entries above with a nitro group on carbon (two)
3: O=C1c2ccccc2C(=O)N1Nc1ccc([N+](=O)[O-])cc1[N+](=O)[O-]
4: COc1ccc(C2=C(c3ccc([N+](=O)[O-])cc3)C(=O)OC2)cc1

entry no.	3	4
INS-1E GSIS act	-24.1	-0.2
miR122 inh	x	x
DENV2 CPE rescue	1.3	-0.5
PAX8 inh HTS	2.0	14.0
FN deposit inh	-8.7	4.8
F508del corr	0.5	-3.5
EWS-Fli block	-9.3	-0.3

New compounds follow
17: COc1ccccc1N(C(=O)c1cncc(Br)c1)c1nc(-c2ccc(C)cc2)cs1
18: CC(CCc1ccccc1)NC(=O)C(=O)NCCc1ccccc1 (stereo not drawn)
19: COc1ccc(CN(C)CC(O)COc2ccc(-c3ccccc3)cc2)cc1OC (stereo not drawn)
20: C[C@@H]1CN([C@@H](C)CO)C(=O)c2cccc(NC(=O)c3ccc(-c4nccs4)cc3)c2O[C@@H]1CN(C)Cc1ccc(Cl)c(Cl)c1
21: C[C@H]1CN([C@@H](C)CO)C(=O)c2cc(-c3ccccc3F)cnc2O[C@@H]1CN(C)Cc1ccc(F)cc1
22: CC(=O)Nc1ccc(S(=O)(=O)NCc2ccc(C(=O)NCCN(C)Cc3ccccc3)cc2)cc1
23: CO[C@@H]1CN(C)C(=O)c2ccc(NC(=O)C3CC3)cc2OC[C@@H](C)N(C)C[C@@H]1C
24: O=C(NC1=NCCS1)c1cccc(NC(=O)c2ccco2)c1

entry no.	17	18	19	20	21	22	23	24
INS-1E GSIS act	-6.8	9.8	-30.6	1.5	3.5	10.7	7.3	x
miR122 inh	x	x	-3.1	-3.1[16.7 µM]	6.2[16.7 µM]	-0.2	x	-6.7
DENV2 CPE rescue	3.8	7.7	10.1	0.9	12.2	3.2	-4.7	x
PAX8 inh HTS	-10.8	14.2	4.8	x	x	-26.6	-11.2	10.6
FN deposit inh	-5.5	-4.5	4.0	-1.4	-4.4	0.0	2.9	-3.3
F508del corr	-3.3	x	0.1	-1.8	0.2	-1.7	-3.0	x
EWS-Fli block	-13.7	-6.9	9.8	-17.1	-7.5	-15.1	8.5	x

25: Cc1cc(=O)oc2cc(OC(=O)c3ccco3)ccc12
26: COc1ccc(S(=O)(=O)N/N=C(/C)c2ccncc2)cc1OC
27: CCCC(=O)N1CC2(C1)CN(C(=O)C1CCCC1)[C@@H](CO)c1[nH]c3cc(OC)ccc3c12
28: O=C(NCc1ccccc1CN1CCCC1)C1CCN(C(=O)c2ccc(F)cc2)CC1
29: O=S(=O)(Nc1ccc2c(c1)OCCO2)c1cccs1
30: CCCCNc1nnc(CCn2nc(C)c(Br)c2C)s1
31: CCc1ccc(-c2cc(C)no2)cc1S(=O)(=O)NCc1ccc(OC)c(OC)c1
32: Cc1ccc(CN2C(=O)N/C(=C/c3cc(C)n(-c4ccccn4)c3C)C2=O)cc1

entry no.	25	26	27	28	29	30	31	32
INS-1E GSIS act	13.0	18.6	-5.9	6.2	9.9	14.1	14.6	-16.5
miR122 inh	x	-9.0	x	-3.2	-0.8	-8.2	13.5	-0.2
DENV2 CPE rescue	4.0	-0.3	-3.2	u	-3.8	x	2.0	-3.7
PAX8 inh HTS	-2.9	-4.4	x	9.9	x	10.9	-15.8	38.2
FN deposit inh	-3.1	x	x	-0.3	x	-8.8	-2.7	-2.5
F508del corr	5.0	1.3	-4.3	-3.0	-1.4	x	3.0	-5.5
EWS-Fli block	-11.5	x	-7.6	-3.8	-3.4	x	x	-56.3

33: O=C1N(CN2CCC3(CC2)OCCO3)c2ccccc2C12OCCCO2
34: CC(C)(C)OC(=O)NCCCC[C@H](NC(=O)c1[nH]cnc1C(=O)N[C@@H](Cc1ccccc1)C(=O)OCc1ccccc1)C(=O)OC(C)(C)C
35: O=C(COCc1cc(-c2ccc3c(c2)OCO3)on1)N1CCN(c2ccc(F)cc2)CC1
36: NNC(=O)c1sc2cc(C(F)(F)F)cnc2c1-c1cccnc1
37: Cc1cc(N/N=C/c2ccc(O)cc2)c2cccc(C)c2n1
38: O=C([C@@H]1[C@@H](CO)[C@@H]2Cn3c(ccc(C4=CCCCC4)c3=O)[C@@H]2N1Cc1nccs1)N1CCCCC1
39: O=[N+]([O-])c1c(NCc2ccco2)ccc2nonc12
40: NS(=O)(=O)c1ccc(N/C=C\C(=O)c2ccc(F)cc2)cc1

entry no.	33	34	35	36	37	38	39	40
INS-1E GSIS act	7.4	-2.9	0.1	-10.6	15.7	0.3	10.6	-17.5
miR122 inh	-5.2	-3.0	-4.0	x	x	6.6[16.7 µM]	3.1	x
DENV2 CPE rescue	x	-3.6	-0.2	9.9	-25.6	-3.5	9.4	3.5
PAX8 inh HTS	x	13.4	-6.1	-9.7	13.0	2.1	29.6	-130.2
FN deposit inh	-8.3	-10.9	-0.4	-17.4	3.1	x	8.5	2.5
F508del corr	x	-0.2	0.2	0.4	-13.1	-0.2	1.1	4.2
EWS-Fli block	x	0.9	7.6	5.9	48.3	2.5	5.3	-85.8

41: CO[C@H](CN(C)S(=O)(=O)c1ccc(C)cc1)[C@H](C)CN(C(=O)Nc1ccccc1F)[C@@H](C)CO
42: COc1ccc(C)cc1NC(=O)C(OC(=O)CNC(=O)c1ccc(Oc2ccccc2)cc1)c1ccccc1 (stereo not drawn)
43: C[C@H](CO)N1C[C@H](C)[C@H](CN(C)CC2CC2)Oc2cc(-c3cccnc3)ccc2S1(=O)=O
44: N=c1n(CCN2CCCCC2)c2ccccc2n1CC(=O)c1cccc([N+](=O)[O-])c1
45: CCN(CC)C(=O)Cc1c(OC)ccc2cc(Br)ccc12
46: O=C(NCCN1CCC(n2c(=O)[nH]c3ccccc32)CC1)c1ccc(F)c(F)c1
47: CCC(=O)Nc1ccc2c(c1)C(=O)N(C)[C@@H]1CC[C@H](CC(=O)Nc3cccc(OC)c3)O[C@H]1CO2
48: Cn1ncc(Br)c1C(=O)NC(=S)N1CCN(c2ccccn2)CC1

entry no.	41	42	43	44	45	46	47	48
INS-1E GSIS act	2.3	5.0	2.3	2.0	3.0	-9.2	0.0	24.1
miR122 inh	x	-0.3	2.9[16.7 µM]	-0.8	-0.1	x	-16.7[16.7 µM]	-3.2
DENV2 CPE rescue	-3.9	-0.6	-7.3	-3.3	-1.0	u	-12.6	x
PAX8 inh HTS	x	10.6	x	41.0	20.0	1.1	4.8	-16.4
FN deposit inh	5.3	x	0.4	7.9	-2.3	-6.8	-11.2	-3.9
F508del corr	-0.6	-2.3	-1.6	-1.3	0.0	5.1	0.5	x
EWS-Fli block	-15.3	1.7	-17.9	41.4	-1.5	-5.0	-10.0	x

49: COc1ccccc1N(C)S(=O)(=O)c1ccc(C(=O)OCC(=O)Nc2ccccc2F)cc1
50: Cc1cc2c3c([nH]c2cc1S(=O)(=O)N1CCC2(CC1)OCCO2)CC(C)(C)CC3=O
51: O=C(Nc1ccc2c(c1)OCCO2)N1CCN(Cc2ccccc2)CC1
52: COc1ccc(NC(=O)N[C@@H]2CC[C@@H](CCNC(=O)CN3CCOCC3)O[C@@H]2CO)cc1
53: CCC(=O)NC[C@H]1[C@H](c2ccc(-c3ccccc3)cc2)[C@@H](CO)N1C(=O)C1CC1
54: COC(=O)[C@H]1C[C@H](OC(=O)NCC2CCCCC2)[C@@]2(O)CN(S(=O)(=O)c3ccc(C)cc3)CC2[C@H]1C(=O)OC (stereo partly drawn)
55: O=C(Nc1cc(F)ccc1F)N1CC(=O)N2[C@H](CO)[C@@H](c3ccc(-c4cccnc4)cc3)[C@H]2C1
56: C[C@H](CO)N1C[C@H](C)[C@H](CN(C)S(=O)(=O)c2cccs2)Oc2ccc(NC(=O)CCC(F)(F)F)cc2C1=O

entry no.	49	50	51	52	53	54	55	56
INS-1E GSIS act	-19.9	-4.4	6.0	-0.7	2.5	-34.8	9.6	2.4
miR122 inh	11.7	9.5	-6.2	x	12.1[16.7 µM]	-4.0	x	0.3[16.7 µM]
DENV2 CPE rescue	9.4	-1.5	-1.3	-1.8	-4.0	-3.0	7.0	4.0
PAX8 inh HTS	-0.2	24.5	-107.5	-1.0	-17.2	-34.6	x	x
FN deposit inh	-4.0	1.9	3.4	-11.6	x	-1.1	x	-0.4
F508del corr	-0.3	-0.4	-4.4	-0.3	-5.1	1.4	0.9	-1.0
EWS-Fli block	-7.9	16.4	-47.1	-100.4	2.6	-25.2	x	-1.2
